Screens as filed in PubChem.
LDHA block = LDHA (human) enzyme inhibition; purified LDHA, NADH/diaphorase-resazurin fluorescence; stronger effect = lower value; activity change, % (values are at about 110 or 230 µM); actives 0.15% (n = 480,000); AID 1347041; in the data active = activity change below about -30%; inconclusive = mostly about -25% to -30%;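 note: plate controls were DMSO wells for no effect and wells without enzyme for full effect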
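Remaining NADH was detected by diaphorase (0.133 mg/mL) converting 37 µM resazurin to fluorescent resorufin, read at 0 and 20 minutes. The preceding 5-minute room-temperature reaction used 2 nM LDHA, 0.2 mM sodium pyruvate and 0.06 mM NADH at pH 7.4.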
TrxR1 inh = blocks rat thioredoxin reductase 1. O89049. recombinant rTrxR1, NADPH fluorescence consumption, selenite substrate. Potency, µM (titrated, usually from 114 µM), for the others: top-dose activity change, negative = inhibition, hits mostly inhibitors. actives 1% (n = 390,000); note: potency is the fitted concentration of half-maximal effect; % is set by controls: 0 for no effect and ±100 for the full control effect; nearly all actives have a fitted effect of over 65% in size
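Rat TrxR1 (90 nM in the dispensed reagent) was pre-reduced with 400 uM NADPH for 5 min at room temperature, then incubated with compound for 15 min. After 400 uM selenite was added, NADPH fluorescence (Ex 340/Em 450 nm) was followed for 8 min.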
mIDH1 inhibitor = inhibitors of human mutant IDH1 R132H | O75874 | IDH1-R132H enzyme, NADPH consumption, diaphorase/resazurin fluorescence | Potency, µM (top dose mostly 76.6 µM), inactives show top-dose activity change, negative = inhibition, usual class: inhibitors | actives 0.093% (n = 390,000) | AID 602179; note: potency is the fitted concentration of half-maximal effect; % is set by controls: 0 for no effect and ±100 for the full control effect; nearly all actives have a fitted effect of over 65% in size
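IDH1-R132H (0.5 ug/mL) preincubated 30 min with compound, then NADPH (0.016 mM) and alpha-KG (2 mM) added; 80 min at RT, pH 7.5. Remaining NADPH coupled via diaphorase/resazurin to fluorescence (540/590 nm); concentration-response curves normalized to no-enzyme control.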
USP1 inh = USP1/UAF1 (human) deubiquitinase inhibition | recombinant USP1/UAF1, Ub-Rhodamine cleavage fluorescence | Potency, µM (doses to about 57.1 µM), for inactives: at the highest dose activity change, negative = inhibition, actives largely listed as inhibitors | actives 0.23% (n = 390,000) | AID 743255; note: potency is the fitted concentration of half-maximal effect; % is set by controls: 0 for no effect and ±100 for the full control effect; nearly all actives have a fitted effect of over 60% in size; inactives centre near -12
Target sequence (O94782 whole entry, looked up): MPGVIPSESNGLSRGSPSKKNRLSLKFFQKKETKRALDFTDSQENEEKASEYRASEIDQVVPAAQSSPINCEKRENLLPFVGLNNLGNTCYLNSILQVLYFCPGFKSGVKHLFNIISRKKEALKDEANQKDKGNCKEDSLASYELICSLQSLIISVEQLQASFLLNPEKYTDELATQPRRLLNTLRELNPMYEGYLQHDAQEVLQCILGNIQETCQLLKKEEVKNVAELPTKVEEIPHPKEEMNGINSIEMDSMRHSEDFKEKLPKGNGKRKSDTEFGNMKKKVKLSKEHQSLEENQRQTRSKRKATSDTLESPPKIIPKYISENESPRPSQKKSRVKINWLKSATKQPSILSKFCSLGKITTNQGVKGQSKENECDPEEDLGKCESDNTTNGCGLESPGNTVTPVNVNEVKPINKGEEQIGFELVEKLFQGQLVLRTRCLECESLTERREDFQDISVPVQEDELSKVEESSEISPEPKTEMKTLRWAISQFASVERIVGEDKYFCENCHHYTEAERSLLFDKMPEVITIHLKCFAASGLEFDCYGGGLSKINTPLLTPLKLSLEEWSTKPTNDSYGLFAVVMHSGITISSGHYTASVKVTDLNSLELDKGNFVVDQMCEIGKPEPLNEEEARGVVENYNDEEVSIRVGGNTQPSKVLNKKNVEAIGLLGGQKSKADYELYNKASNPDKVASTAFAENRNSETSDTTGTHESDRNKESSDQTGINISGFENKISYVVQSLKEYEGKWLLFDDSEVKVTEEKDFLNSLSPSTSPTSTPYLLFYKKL
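USP1/UAF1 complex (1 nM) preincubated 15 min at room temperature with compound, then Ub-Rho substrate (150 nM final) added. Kinetic fluorescence at 480/540 nm over 6 reads at 60 s intervals; 50 mM HEPES pH 7.8, 0.5 mM EDTA, 0.1 mg/ml BSA, 1 mM TCEP, 0.01% Tween-20.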
Vif-APOBEC3G blk = inhibitors of Vif-APOBEC3G interaction; Q9HC16; HeLa A3G-eYFP + Vif (tagged APOBEC3G with the HIV-1 protein that degrades it), YFP fluorescence, overnight; Potency, µM (series often up to 46.1 µM), for the others: at the top dose activity, negative = active, actives largely listed as inhibitors; actives 0.076% (n = 410,000); AID 602310;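 note: potency is the fitted concentration of half-maximal effect; % is set by controls: 0 for no effect and ±100 for the full control effect; nearly all actives have a fitted effect of over 60% in size; hits raise eYFP signal because A3G escapes Vif-driven loss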
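HeLa cells stably expressing Vif and C-terminally eYFP-tagged A3G, seeded overnight at 37 deg C, then exposed to compound by pintool overnight at 37 deg C. Rise in yellow fluorescence (Ex 488/Em 500-530, Acumen) marks blocked Vif-driven A3G degradation.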
Vif-A3F inh = Vif-A3F binding inhibition; actives 0.2% (n = 390,000); HeLa A3F-eYFP + Vif (tagged APOBEC3F with the HIV-1 protein that degrades it), YFP fluorescence increase; Potency, µM (series often up to 46.1 µM), inactives show top-dose activity, negative = active; note: potency is the fitted concentration of half-maximal effect; % of control where 0% means no effect; nearly all actives have a fitted effect of over 65% in size
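HeLa cells stably expressing A3F-eYFP plus Vif, plated and incubated overnight at 37 deg C, then exposed to compounds overnight at 37 deg C. Blocked degradation read as raised yellow fluorescence (Ex 488/Em 500-530).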
RGS4 inh = inhibitors of human regulator of G protein signaling 4 | AID 504845 | Potency, µM (top dose mostly 114 µM), without a hit: at the highest dose activity change, negative = inhibition, hits mostly inhibitors | actives 0.039% (n = 390,000) | Transcreener GDP fluorescence polarization, RGS4-accelerated GTP hydrolysis | P49798; note: potency is the fitted concentration of half-maximal effect; % is set by controls: 0 for no effect and ±100 for the full control effect; nearly all actives have a fitted effect of over 75% in size; some results filed as inactive show a strong effect at the top dose
Target sequence (P49798 whole entry, looked up): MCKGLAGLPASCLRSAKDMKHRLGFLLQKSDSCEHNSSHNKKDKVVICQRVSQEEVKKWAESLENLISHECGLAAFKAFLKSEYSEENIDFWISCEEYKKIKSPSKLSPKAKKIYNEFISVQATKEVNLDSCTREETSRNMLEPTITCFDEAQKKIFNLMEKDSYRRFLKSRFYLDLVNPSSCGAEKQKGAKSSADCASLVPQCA
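MLSMR compounds (23 nl, pin-transferred) preincubated 10 min at room temperature with a 500nM (2x) first reagent, then RGS4 at 900nM (2x) plus Transcreener GDP mix added; fluorescence polarization (620/688 nm) read before and after 90 min at 30 °C.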
TrxR1 substrate = rat thioredoxin reductase 1 substrate activity; O89049; purified TrxR1 substrate turnover, NADPH consumption readout; Potency, µM (titrated, usually from 114 µM), without a hit: at the top dose activity change, negative = substrate turnover; actives 0.01% (n = 390,000); note: potency is the fitted concentration of half-maximal effect; % is set by controls: 0 for no effect and ±100 for the full control effect; nearly all actives have a fitted effect of over 50% in size
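Rat TrxR1, dispensed at 90 nM, was prereduced with 400 uM NADPH (final) for 5 min at ~22 deg C, then incubated with compound 15 min before 400 uM selenite. A first-read NADPH fluorescence drop versus no-compound background flagged substrates.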
Glioma ERSR ind = ER stress response induction in glioma | U87-MG GRP78 promoter luciferase reporter, 16 h | Potency, µM, without a hit: top-dose activation, actives largely listed as activators | actives 0.02% (n = 420,000) | AID 602332; note: potency is the fitted concentration of half-maximal effect; series mostly up to about 76 µM; % of control where 0% means no effect; nearly all actives have a fitted effect of over 35% in size
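Stably transfected U87-MG glioma cells carrying a GRP78-based luciferase sensor; 16 h compound incubation. Luminescence end-point read 10 min after Bright-Glo addition at room temperature.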
* hit, by the source's call; ? = inconclusive; nt = no result given; & = joins results of further samples; [ ] = dose if it differs, or a comment. Unless noted, calls come from the whole dose curve; as a rule, active = well fitted curve in the direction sought with a large enough effect; inconclusive = small, poorly fitted or top-dose-only effect, or another doubt; inactive = no such curve, though single readings can be large; an effect the other way counts as inactive or inconclusive.

Start of the data: the first two compounds (preview)
Structure,Vif-APOBEC3G blk,TrxR1 substrate,mIDH1 inhibitor,TrxR1 inh,RGS4 inh,LDHA block,Glioma ERSR ind,Vif-A3F inh,USP1 inh
COCCN=c1scc(-c2ccc3c(c2)NC(=O)CO3)n1/N=C(\C)c1ccc(O)cc1,?,-4%,-4%,5%,-32%,3,-3%,-18%,-9%
O=S1(=O)CCOC[C@H](Cc2ccccc2)N1Cc1ccccc1Br,1%&-1%,5%[57.1 µM],1%,13%[57.1 µM],6%,-4,-2%&-5%,6%,3%

Results, from the start:
Structure,Vif-APOBEC3G blk,TrxR1 substrate,mIDH1 inhibitor,TrxR1 inh,RGS4 inh,LDHA block,Glioma ERSR ind,Vif-A3F inh,USP1 inh
COCCN=c1scc(-c2ccc3c(c2)NC(=O)CO3)n1/N=C(\C)c1ccc(O)cc1,?,-4%,-4%,5%,-32%,3,-3%,-18%,-9%
O=S1(=O)CCOC[C@H](Cc2ccccc2)N1Cc1ccccc1Br,1%&-1%,5%[57.1 µM],1%,13%[57.1 µM],6%,-4,-2%&-5%,6%,3%
O=C1CSC2=NCN(c3ccc4c(c3)OCO4)CN12,5%,-3%,5%,-33%,?,45,6%,-4%,-14%
O=C(NCc1ccco1)/C(=C\c1cccs1)NC(=O)c1cccs1,-6%,9%[57.1 µM],-2%,24%[57.1 µM],-26%,-3,2%,-3%,-14%
O=C(Nc1ccc2c(c1)CCC2)c1c(F)cccc1Cl,-5%,-1%,3%,22%,7%,-4,4%,-8%,-8%
CCOC(=O)N1CCN(C(=O)c2cnn(-c3cccc(C)c3)c2-n2cccc2)CC1,4%,2%[57.1 µM],0%,17%[57.1 µM],8%,4,2%,-7%,-10%
CCOP(=O)(c1ccccc1)c1nc(-c2ccc(F)cc2)oc1N1CCCCC1 (stereo not drawn),-5%,-8%,1%,9%[57.1 µM],-3%,1,-5%,-5%,-16%
COCCn1c(N)c(C(=O)NS(=O)(=O)c2ccc(C)cc2)c(=O)[nH]c1=O,0%,9%,-10%,-54%,14%,-5,0%,1%,4%
CCOc1ccc(S(=O)(=O)Nc2cccc(C(=O)NCC3CCCO3)c2)cc1 (stereo not drawn),-3%,-2%,-7%,-1%,18%,-5,-1%,-3%,-8%
Cc1cccc(NC(=O)c2c(C)cc(=O)oc2C)n1,0%,13%[57.1 µM],0%,11%,4%,1,1%,-5%,-14%
Cc1nnc(Sc2cc(NCCO)c([N+](=O)[O-])c3nonc23)s1,-13%,-5%,7%,0.32µM*,?,2,-15%,11%,-26%
CSc1ccc(CNC(=O)c2ccccc2NC(=O)c2nsc3ccccc23)cc1,-7%,13%[57.1 µM],0%,22%[57.1 µM],-2%,7,1%,1%,-8%
CCOC(=O)c1c(C)nc(C)c(C(=O)OCC)c1-c1cccc(N)c1,6%,-2%,6%,4%,-46%,-2,2%,9%,-17%
CCn1c(O)c(/C=N/N=C/c2ccc(OC)cc2)c2cc(C3=NNC(=O)CC3)ccc21,?,-4%,4%,4%,12%,-9,1%,4.5µM*,-15%
CCN1C(=O)[C@H]2[C@@H](c3ccc(C(F)(F)F)cc3)N[C@]3(CCCN(Cc4ccco4)C3=O)[C@H]2C1=O,-2%,nt,10%,nt,nt,3,-4%,-6%,-23%
CC(=O)c1c(C)[nH]c(C(=O)Nc2ccc(F)cc2F)c1C,-4%,-3%,5%,2%,-10%,-4,3%,5%,-10%
O=C(Cc1cccc2ccccc12)Nc1c(F)cccc1F,-1%,1%,10%,12%,4%,0,2%,0%,-27%
CC(=O)Nc1ccc(Oc2cnc3ccccc3n2)cc1,0%,6%,8%,17%,-4%,-5,5%,13%,-5%
COC(=O)c1c(NC(=O)CN2CCC3(O)CCCCC3C2c2cc(OC)ccc2OC)sc(C)c1C (stereo not drawn),-10%,-6%,5%,-10%,2%,-1,3%,-3%,-3%
O=C1CN(C(=O)COC(=O)CCSc2ccccc2Cl)c2ccccc2N1,-3%,-3%,5%,6%,-44%,-3,-2%,-7%,-6%
Cc1cc(Cl)ccc1NC(=S)NCCc1ccc(S(N)(=O)=O)cc1,1%,-17%,7%,?,-29%,-15,-6%,-8%,-11%
CC1CCCN(c2ncnc3c2cnn3-c2ccc(F)cc2)C1 (stereo not drawn),-2%,-4%[57.1 µM],-4%,0%[57.1 µM],8%,-5,-10%,0%,-25%
CCN(CC(=O)Nc1ccccc1C(F)(F)F)C(=O)Cc1ccccc1,-1%,4%[57.1 µM],5%,?,-18%,1,0%,-24%,-14%
O=C(NCCc1nnc2ccc(NCCCN3CCOCC3)nn12)c1ccccc1F,0%,1%,-6%,14%,5%,-1,-6%,1%,-25%
COc1cc(-c2nnc(NC(=O)CCS(=O)(=O)c3ccccc3)o2)cc(OC)c1OC,?,-5%[57.1 µM],0%,-63%,-21%,2,?,7%,-30%
CC(C)c1ccc(NC(=O)Cn2cc(S(=O)(=O)N3CCN(c4ccccc4F)CC3)c3ccccc3c2=O)cc1,2%,5%,-2%,27%,-15%,1,-2%,0%,-24%
Nc1c2nc(-c3ccccc3)[nH]c(=O)c2nc(=O)n1-c1ccccc1,-1%,14%,-5%,37%,0%,-5,-1%,-10%,-13%
C/C(=N\NC(=O)c1ccc(OC2CCCC2)cc1)c1ccc(O)cc1,-12%,5%[57.1 µM],4%,16%[57.1 µM],22%,-6,6%,0%,-20%
CCC(C)NC(=O)/C=C/c1ccc(S(=O)(=O)NCc2ccco2)cc1 (stereo not drawn),0%,-1%[57.1 µM],12%,18%[57.1 µM],12%,-4,-5%,-8%,-24%
CC1CCN(C(=O)NC(=O)c2ccc(Cl)cc2)CC1,1%,-4%,-6%,19%,-10%,-3,-4%,-2%,-13%
O=C(NC1(O)C(=O)c2ccccc2C1=O)c1c(Cl)cccc1Cl,-1%,-7%,9%,11%[57.1 µM],-40%,2,-1%,-21%,28µM*
COc1ccccc1N1CC(C(=O)OC(C)C(=O)Nc2ccc(F)cc2)CC1=O (stereo not drawn),-3%,nt,-12%,nt,nt,-15,2%,-4%,?
COc1ccc(NC(=O)C2CCCN(S(=O)(=O)c3cnc[nH]3)C2)cc1 (stereo not drawn),-2%,1%,7%,16%,-5%,0,-2%,0%,-26%
Cc1occc1C(=O)/C(C#N)=C/c1ccc(O)c(Br)c1,0%,2%[57.1 µM],0%,-54%,-19%,-1,-1%,-16%,?
CNC(=O)NC(=O)C(OC(=O)c1cccc(S(=O)(=O)N2CCCCC2)c1)c1ccccc1 (stereo not drawn),1%,-2%,0%,12%,-1%,-7,-4%,-12%,-12%
Cc1ccc(C(=O)NNC(=O)c2cccs2)cc1,1%,0%,15%,11%,27%,-1,2%,5%,-10%
CCOc1ccc(NCC(=O)Nc2ccc(C)cc2C)cc1,-6%,11%,7%,14%,11%,3,-2%,-5%,-25%
COc1cc2oc(=O)cc(-c3ccc(-c4ccc(C(F)(F)F)cc4)cc3)c2c(OC)c1OC,0%,2%,10%,7%,1%,6,-3%&-3%,0%,-24%
Cc1ccc(S(=O)(=O)N2CCCc3cc(NC(=O)c4ccccc4Cl)ccc32)cc1,-1%,1%[57.1 µM],5%,15%[57.1 µM],-33%,-4,-1%,4%,?
Cc1[nH]n(-c2ccccc2)c(=O)c1C(=O)Nc1ccccc1,-4%,8%,12%,27%,33%,-7,1%,-5%,-18%

Shown with each value named: part of the list above.
Molecule: CCOc1ccc(NCC(=O)Nc2ccc(C)cc2C)cc1
  Vif-APOBEC3G blk: -6%; TrxR1 substrate: 11%; mIDH1 inhibitor: 7%; TrxR1 inh: 14%; RGS4 inh: 11%; LDHA block: 3; Glioma ERSR ind: -2%; Vif-A3F inh: -5%; USP1 inh: -25%

Molecule: COc1cc2oc(=O)cc(-c3ccc(-c4ccc(C(F)(F)F)cc4)cc3)c2c(OC)c1OC
  Vif-APOBEC3G blk: 0%; TrxR1 substrate: 2%; mIDH1 inhibitor: 10%; TrxR1 inh: 7%; RGS4 inh: 1%; LDHA block: 6; Glioma ERSR ind: -3%&-3%; Vif-A3F inh: 0%; USP1 inh: -24%

These rows are one share of the data (hit frequency here may not be typical).
